Compound activity (PubChem)
EP2 mod: modulates human prostaglandin E2 receptor EP2 signaling; P43116; EP2-expressing cells, cAMP HTRF FRET, PGE2 co-stimulation; induction, % at 25 µM; 0.83% of 260,000 active; AID 940;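 active means compounds whose cAMP rise, as percent of the full-agonist control response, exceeds 60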;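 further: rat C6 glioma line stably carrying human EP2 under a CMV promoter; the protocol text gives 20 µM as final concentration; 100% = response of wells given 1 µM PGE2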
Target sequence (P43116 whole entry, looked up): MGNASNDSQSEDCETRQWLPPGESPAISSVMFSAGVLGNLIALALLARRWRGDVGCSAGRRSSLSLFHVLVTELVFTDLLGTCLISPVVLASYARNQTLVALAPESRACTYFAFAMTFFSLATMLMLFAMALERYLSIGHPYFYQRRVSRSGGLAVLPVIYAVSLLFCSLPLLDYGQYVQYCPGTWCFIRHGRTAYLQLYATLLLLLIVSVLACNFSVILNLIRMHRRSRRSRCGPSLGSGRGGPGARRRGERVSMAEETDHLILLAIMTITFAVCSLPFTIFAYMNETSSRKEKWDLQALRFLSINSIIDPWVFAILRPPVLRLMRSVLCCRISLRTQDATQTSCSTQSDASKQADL
zVAD death inh: L929 zVAD cell death inhibition. L929 zVAD necroptosis rescue, ATP luminescence, 24 h; with zVAD 60 µM. viability rescue, % at 10 µM. 0.38% of 220,000 active. AID 1377;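 active means activation, scaled between plate controls, above about 75%, limit read from the data; inactive means activation under that limit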;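 further: 0% = zVAD with DMSO and 100% = DMSO alone without zVAD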
EP2 antag: inhibitors of human EP2 prostaglandin E2 receptor. 0.52% of 260,000 active. inhibition, % at 25 µM. C6 glioma cells expressing human EP2, cAMP TR-FRET; cells stimulated with saturating PGE2;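 active means percent inhibition above 40 after rounding to a whole number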;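 further: rat C6 glioma host cells with rolipram phosphodiesterase inhibitor present; the protocol text gives 20 µM as final concentration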
Runt-SMMHC FRET: Runt domain-CBFb-SMMHC interaction inhibition | Q01196+Q13951 | Cerulean-Runt/Venus-CBFb-SMMHC FRET ratio 530/480, 1 h | inhibition, % at 20 µM | 0.74% of 220,000 active | AID 1434;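 active means mean inhibition across duplicate retests at 20 µM reaching about 50%, limit read from the data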;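 further: 0% = DMSO wells and 100% = wells with excess untagged CBFb-SMMHC; inhibitors lower the FRET ratio by blocking Runt binding to CBFb-SMMHC; some results filed as inactive read as strong as hits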
Hck Nef HTS: human Hck-Nef kinase inhibition; P08631; Recombinant Hck-YEEI plus Nef, Z-Lyte FRET kinase assay; inhibition, % at 20 µM; 0.68% of 220,000 active; AID 463187;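 active means Hck-Nef kinase inhibition above about 50%, limit read from the data; inactive means inhibition below that limit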;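 further: 0% = DMSO with Hck plus Nef and 100% = Hck alone without Nef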
Target sequence (P08631 whole entry, looked up): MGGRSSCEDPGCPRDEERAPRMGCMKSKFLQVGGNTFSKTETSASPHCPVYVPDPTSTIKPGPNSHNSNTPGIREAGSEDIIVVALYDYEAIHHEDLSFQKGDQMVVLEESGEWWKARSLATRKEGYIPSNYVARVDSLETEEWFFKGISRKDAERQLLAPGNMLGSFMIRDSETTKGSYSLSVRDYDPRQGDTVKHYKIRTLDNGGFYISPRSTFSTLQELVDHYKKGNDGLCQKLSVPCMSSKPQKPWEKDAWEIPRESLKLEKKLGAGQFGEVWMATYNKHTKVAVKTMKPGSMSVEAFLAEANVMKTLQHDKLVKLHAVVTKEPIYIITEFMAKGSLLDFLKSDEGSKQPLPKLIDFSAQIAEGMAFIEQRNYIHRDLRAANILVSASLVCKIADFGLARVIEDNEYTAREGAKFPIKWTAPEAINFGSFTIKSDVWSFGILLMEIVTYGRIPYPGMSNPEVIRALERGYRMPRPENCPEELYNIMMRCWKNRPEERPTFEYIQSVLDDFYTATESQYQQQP
PERK inhibitor: inhibitors of human PERK kinase. Q9NZJ5. AID 1416. 0.17% of 220,000 active. inhibition, % at 5.6 µM. CHO PERK-DD fusion, SEAP luminescence translation reporter;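 active means inhibition above the mean inhibition of all tested compounds plus 3 SD, set separately per screening campaign, cut at about 2.9% in these data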;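 further: PERK kinase domain activated by AP20187 dimerizer at 100 nM; 0% = DMSO with dimerizer and 100% = rapamycin at 8.4 µM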
RBBP9 inhibitor: inhibitors of human serine hydrolase RBBP9; AID 1515; inhibition, % at 7.94 µM; O75884; 0.2% of 220,000 active; recombinant RBBP9, FP-Rh probe fluorescence polarization;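 active means inhibition above the campaign mean of all tested compounds plus 3 SD, cut at about 14% in these data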;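 further: plate controls were DMSO wells with RBBP9 for no effect and wells lacking RBBP9 protein for full effect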
Target sequence (O75884 whole entry, looked up): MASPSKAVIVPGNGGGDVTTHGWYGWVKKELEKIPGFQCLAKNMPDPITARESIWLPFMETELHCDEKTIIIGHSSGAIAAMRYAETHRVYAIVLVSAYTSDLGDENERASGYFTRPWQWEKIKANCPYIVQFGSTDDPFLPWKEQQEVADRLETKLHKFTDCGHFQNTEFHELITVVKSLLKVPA
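Controls: DMSO-treated enzyme wells and wells lacking RBBP9 | Material: RBBP9 protein | Technique: Fluorescence polarization | Replication: Single well per compound, no replicates | Buffer or medium: Tris-NaCl-Pluronic buffer, pH 8.0 | Timing: 30 min compound preincubation, 45 min probe labeling, 25 °C | Read-out basis: Percent inhibition from mP, scaled between DMSO and no-protein wells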
TNF necrop inh: inhibitors of TNF-alpha induced necroptosis in Jurkat FADD-/- cells | Jurkat FADD-/- TNF necroptosis rescue, ATP luminescence, 24 h; 0 = TNF only, 100 = no-TNF cells | 0.068% of 220,000 active | activation (protection from cell death), % at 10 µM;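 active means activation, meaning protection from cell death, of at least 50% relative to plate controls; inactive means activation below 50%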;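 further: necroptosis triggered by 40 ng/mL TNF-alpha added together with compound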
Runt-CBFb FRET: inhibitors of human RUNX1 Runt domain binding to CBFb | 0.46% of 220,000 active | Cerulean-Runt/Venus-CBFb FRET ratio 530/480, 1 h | Q01196+Q13951 | inhibition, % at 20 µM;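 active means inhibition over about 50% at 20 µM in the single-dose screen, limit read from the data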;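 further: 0% = DMSO wells and 100% = excess unlabeled CBFb competitor control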
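Measured by: fluorescence energy transfer, 422 nm excitation, 530/480 nm emission; test system: Cerulean-tagged RUNX1 Runt domain (FRET donor) fusion protein; buffer or medium: Tris pH 7.5 buffer with BSA; compound: one dose, 20 µM compound, 1% DMSO; times: two 1 h room-temperature incubations shielded from light; benchmarks: unlabeled CBFb 5 µM, positive control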
The depositor's hits bear a star; · = no result given; & = joins results of further samples.

Each structure is followed by: EP2 mod | zVAD death inh | EP2 antag | Runt-SMMHC FRET | Hck Nef HTS | PERK inhibitor | RBBP9 inhibitor | TNF necrop inh | Runt-CBFb FRET
1) Cc1ccc(NC(=O)Cn2c(O)c(N=NC(=O)c3cc4ccccc4cc3O)c3ccccc32)cc1
 : -9 | 0.7 | 5 | -12 | 51* | 0.1 | -2 | 1.0 | -2
2) CCOC(=O)Cc1nnc(NC(=O)Nc2ccccc2)s1
 : 9 | 2.3 | 9 | 1 | -3 | -0.3 | 2 | 3.8 | -2
3) Cc1ccc(OCC(=O)N/N=C\c2ccc(O)c([N+](=O)[O-])c2)c([N+](=O)[O-])c1
 : -28 | 1.9 | 8 | -1 | 29 | 0.6 | -1 | 0.8 | 0
4) CN(CCc1nc2ccc(Cl)cc2[nH]1)Cc1nc(CC2CC2)no1
 : -23 | 0.2 | 5 | -1 | -12 | -0.7 | -10 | 0.1 | 1
5) COc1ccc(OC)c(CCNC(=O)c2ccc(CS(=O)(=O)c3ccc(Br)cc3)o2)c1
 : -25 | -0.5 | 11 | 1 | 14 | 0.7 | 0 | 1.2 | -2
6) Cc1cc(C(C)(C)C)oc1C(=O)N(CC(=O)NC1CCCC1)c1ccc(F)cc1
 : 1 | -0.2 | 15 | -2 | 2 | 1.4 | -8 | -1.8 | -3
7) COc1ccc(/C=C(\NC(=O)c2ccccc2)C(=O)N/N=C/c2sccc2C)cc1
 : -1 | 0.7 | 7 | -7 | 2 | -0.3 | 3 | -2.3 | -2
8) CCc1noc(C)c1C(=O)N1CCOCC1
 : 19 | 0.1 | 5 | -4 | 1 | 0.7 | -10 | -1.4 | -1
9) Nc1nc(SCC(=O)Nc2ccc3c(c2)OCO3)n[nH]1
 : 5 | 1.9 | 6 | -1 | 2 | -0.1 | -8 | -0.3 | 0
10) COc1ccccc1NC(=O)COC(=O)c1cnc(C)cn1
 : 41 | 2.4 | 5 | -3 | -12 | 0.2 | -1 | -0.2 | 0
11) Cc1onc(-c2ccccc2)c1C(=O)NC(C)C1CCCO1 (stereo unspecified)
 : 6 | -0.5 | 4 | -1 | 11 | 0.2 | -6 | -0.4 | 1
12) CC(=O)c1ccccc1NC(=O)COC(=O)c1ccc2c(c1)nc(C)n2-c1ccccc1
 : 45 | 0.3 | 12 | -3 | 3 | 0.3 | -6 | 3.1 | -7
13) CCCOc1ccc(OCCCCNC(C)CC)cc1 (stereo unspecified)
 : 21 | -0.8 | 7 | -1 | 1 | -2.2 | -2 | 0.5 | 2
14) COC(=O)CSc1nnc(-c2ccc(S(=O)(=O)N3CCC(C)CC3)cc2)o1
 : -34&-56 | -0.1 | 12&16 | 0 | 5 | 0.8 | -2 | -2.8 | -4
15) CN(C)CCOc1ccc(Cl)cc1C(C)(C)C
 : -1 | -0.2 | 14 | -3 | -16 | 0.3 | -6 | 3.9 | 0
16) c1ccc(CSc2nnc3ccc(-c4ccncc4)nn23)cc1
 : -9 | 0.2 | 6 | 1 | 11 | 0.3 | -1 | -2.1 | -1
17) COc1ccc(NC(=O)Cn2nnc(-c3ccccc3NC(=O)C3CC3)n2)cc1
 : 20&-15 | 0.7 | 4&7 | 1 | -9 | -1.2 | -12 | 1.3 | 0
18) CCn1c2ccccc2c2cc(/C=N/n3cn[nH]c3=S)ccc21
 : 31 | -0.2 | 2 | 23 | 1 | -0.2 | 1 | -1.2 | ·
19) CS(=O)(=O)N(CC(=O)Nc1cccc(F)c1)c1cccc([N+](=O)[O-])c1
 : -20 | 0.0 | 3 | -4 | 1 | 1.2 | 0 | -1.2 | -2
20) Cc1c(Cl)cccc1Nc1nc(N)nc(CN2CCc3ccccc3C2)n1
 : -11 | 0.0 | 18 | 0 | 0 | -1.7 | 1 | -0.5 | -4
21) Cc1ccc(NC(=O)Nc2ccc(F)cc2F)c(OC(F)F)c1
 : -35 | 69 | 11 | 4 | 14 | 0.6 | -8 | 1.6 | 1
22) O=C(NC(Cc1c[nH]c2ccccc12)C(=O)O)/C(=C/c1ccco1)NC(=O)c1ccccc1 (stereo unspecified)
 : 21 | 2.0 | 8 | -3 | 3 | 1.2 | 9 | 0.3 | 11
23) CC(=O)N1N=C(c2ccco2)CC1c1ccc(Br)cc1 (stereo unspecified)
 : 12 | 0.1 | 12 | 3 | 2 | 1.3 | 0 | 28 | 7
24) COc1ccc(OCc2nnc(SCC(=O)c3c(N)n(C)c(=O)n(C)c3=O)n2-c2ccccc2F)cc1
 : -14 | 1.2 | 14 | -5 | 6 | -0.5 | -10 | -3.1 | 2
25) Cc1ccc(CCNC(=O)C2CC(c3cc(C(F)(F)F)cc(C(F)(F)F)c3)=NO2)cc1 (stereo unspecified)
 : 7 | 0.5 | 19 | -6 | 24 | · | · | -0.3 | -7
26) Cc1cc(N)n(-c2ccc(C(=O)O)cc2)n1
 : 21 | -0.1 | 6 | -1 | 11 | -0.2 | -12 | 1.0 | -2
27) CC1=NNC(=O)/C1=C\c1cn(-c2ccccc2)nc1-c1ccc(Cl)cc1
 : 11 | -0.3 | 7 | -12 | 60* | 1.1 | -10 | -26 | -4
28) CC(=O)OCC1=C(C(=O)O)N2C(=O)[C@@H](NC(=O)Cc3cccs3)[C@H]2SC1
 : 18&34&-6 | 59 | 12&12&11&5 | 1 | 15 | 0.8 | -6 | 1.0 | 2
29) O=S(=O)(Nc1nccs1)c1ccc(NCc2cc(Br)cc(Br)c2O)cc1
 : -28 | 0.5 | 5 | -2 | -4 | 2.0 | -3 | 0.6 | 5
30) Cn1c(/C(C#N)=C/c2ccc(-c3ccc(S(N)(=O)=O)cc3)o2)nc2ccccc21
 : -42 | 7.5 | 10 | -82 | -1 | -1.0 | -13 | -4.4 | -43
31) CCOC(=O)c1c(-c2cccc([N+](=O)[O-])c2)csc1N
 : 56 | 2.2 | 2 | 1 | 5 | 0.7 | -3 | 2.0 | -2
32) CC(Sc1nnc(-c2ccccc2Br)n1-c1cccc(C(F)(F)F)c1)C(N)=O (stereo unspecified)
 : 3 | -0.1 | 10 | 0 | 0 | 0.0 | 0 | 1.1 | -3
33) CCOC(=O)C(CC)n1cnc2c(oc3ccccc32)c1=O (stereo unspecified)
 : 7 | -0.1 | 11 | -1 | 1 | 0.4 | -6 | -2.8 | -1
34) O=C(NC(NNc1ccc([N+](=O)[O-])cc1)(C(F)(F)F)C(F)(F)F)c1ccccc1Cl
 : -76 | 0.3 | 14 | -7 | -1 | 0.2 | -6 | -2.5 | -1
35) COc1ccc(CN2CCN(C(=O)CC(C)C)CC2)c(OC)c1OC
 : 4 | 0.9 | 18 | -2 | 0 | -1.1 | -11 | -1.4 | 0
36) COc1ccc(Cl)cc1NC(=O)c1cc(-c2ccc(C)cc2O)n[nH]1
 : -21 | 0.6 | 13 | -1 | 14 | 1.3 | 0 | 1.0 | 1
37) Nc1cc(=O)[nH]c(SCC(=O)Nc2cc(S(=O)(=O)N3CCOCC3)ccc2Cl)n1
 : 28 | 0.8 | 1 | 0 | 4 | 1.5 | -5 | 0.1 | 2
38) CC(=O)Nc1ccc(/C(C)=N/NC(=O)c2ccccc2Cl)cc1
 : -24 | 1.8 | 9 | 6 | 1 | 1.6 | -6 | 1.1 | 1
39) Cc1cc(C)n(Cc2ccc(C(=O)NN)o2)n1
 : 10 | 0.3 | 9 | -5 | 6 | 0.0 | -3 | 1.9 | 2
40) CCCc1nc2sc3c(=O)[nH]cnc3c2c2c1CCCC2
 : 72* | 0.2 | 7 | 3 | 13 | 0.7 | -8 | -3.1 | -4
41) Cn1c(Cl)nc2ccccc21
 : 12 | -0.3 | 8 | -2 | 0 | 0.2 | -7 | -2.6 | -2
42) CC(C)(C)C1CCC2(CC1)CC(=O)c1ccccc1O2 (stereo unspecified)
 : -1 | -0.3 | 7 | -2 | 26 | · | · | -0.2 | -1
43) COC(=O)c1ccc(COc2ccc(/C=N/Nc3cccc(C(=O)O)c3)cc2)cc1
 : -27 | 0.8 | 2 | -136 | 23 | 2.2 | -6 | -0.8 | -70
44) CCCC(=O)Nc1c(-c2ccccc2)c(=O)c(C)nn1-c1ccccc1
 : 18 | 3.1 | 12 | -6 | 3 | 0.5 | -5 | 1.9 | 0
45) COc1ccc(CNC(=O)C(c2ccco2)N(C(=O)c2ccccn2)c2ccccc2)cc1 (stereo unspecified)
 : 33 | 1.1 | 3 | · | 19 | 0.1 | -1 | -2.3 | ·
46) CC(=O)OCC(=O)Nc1ccc(N=Nc2ccccc2)cc1
 : -16 | 0.0 | 10 | -1 | 2 | 1.5 | 0 | 2.2 | -2
47) Cc1ccccc1Nc1nnc(SCc2cc(=O)n3ccsc3n2)s1
 : -2 | 0.3 | 8 | -8 | 1 | -0.7 | -9 | -5.6 | 7
48) CC(=O)Oc1ccc2c(C)cc(=O)oc2c1C(=O)c1ccccc1
 : 46 | 0.2 | 4 | 2 | 4 | 1.4 | -10 | 1.0 | 0
49) Cc1ccnc2ccc(-c3nc4ccccc4o3)cc12
 : · | 47 | 24 | 0 | 2 | 0.0 | -5 | -2.0 | -2
50) CCSC1=NC(C)(C)C=C(/C=C/c2ccc(Cl)cc2Cl)N1
 : 12 | 0.3 | 6 | -10 | 2 | -1.6 | -5 | -3.9 | 1
51) CCOc1cccc2cc(-c3cn4cc(C)ccc4n3)c(=O)oc12
 : 7 | 0.1 | 13 | -14 | 21 | 0.2 | -7 | -6.6 | -1
52) c1cc2c3c(cccc3c1)C(N1CCCCC1)=N2
 : -3 | 1.6 | 11 | -61 | 1 | 0.3 | 3 | 5.1 | -17
53) CCC1CCCCN1C(=O)c1ccccc1OC1CCN(S(C)(=O)=O)CC1 (stereo unspecified)
 : -13 | -2.5 | 5 | 1 | 8 | -1.7 | -6 | 0.5 | 0
54) Cc1ccc(SCc2ccc(C(=O)NCc3cccnc3)cc2)cc1
 : -55 | -1.2 | 2 | -4 | 1 | -0.1 | -6 | 1.3 | 0
55) Cc1nn(CCCNC(=O)C2CCCO2)cc1Br (stereo unspecified)
 : 31 | 0.0 | 3 | -1 | 1 | 0.2 | -1 | -1.4 | -1
56) CCN=c1sc2ccccc2n1CC(O)COc1ccccc1 (stereo unspecified)
 : 35 | 1.1 | 14 | -3 | 2 | -1.3 | 8 | 1.0 | -2
57) O=C(O)Cc1ccc(S(=O)(=O)Nc2ccccc2C(=O)O)cc1
 : 15 | 1.3 | 7 | -2 | 1 | 0.3 | 5 | 0.5 | 3

The list is partial; count on the stated rates, not on these rows.
